High-throughput results as filed in PubChem BioAssay.
USP1 inh: inhibitors of human USP1/UAF1 deubiquitinase; O94782; recombinant USP1/UAF1, Ub-Rhodamine cleavage fluorescence; AID 743255; 390,000 compounds, 0.23% hits; Potency, µM (doses to about 57.1 µM), for inactives: at the highest dose activity change, negative = inhibition, most hits filed as inhibitors; note: potency is the fitted concentration of half-maximal effect; % is set by controls: 0 for no effect and ±100 for the full control effect; nearly all actives have a fitted effect of over 60% in size; inactives centre near -12
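In this screen, compounds sit with the deubiquitinase complex (1nM) for 15 min at room temperature before Ub-Rho is added at 150nM final. Fluorescence rise is then followed for 6 reads every 60 seconds.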
GRP78 ERSR act: inducers of ER stress response in human glioma cells | U87-MG GRP78 promoter luciferase reporter, 16 h | Potency, µM, for the others: at the highest dose activation, hits mostly activators | 420,000 compounds, 0.02% hits | AID 602332; note: potency is the fitted concentration of half-maximal effect; series mostly up to about 76 µM; % of control where 0% means no effect; nearly all actives have a fitted effect of over 35% in size
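ERSR induction read as luciferase luminescence (Bright-Glo, 10 min at room temperature) in stably transfected human U87-MG glioma cells exposed to compounds for 16 h, using GRP78 as sensor.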
Vif-APOBEC3G blk: blocks the Vif interaction with human APOBEC3G; AID 602310; Potency, µM (highest dose often 46.1 µM), for inactives: top-dose activity, negative = active, most hits filed as inhibitors; HeLa A3G-eYFP + Vif (tagged APOBEC3G with the HIV-1 protein that degrades it), YFP fluorescence, overnight; Q9HC16; 410,000 compounds, 0.076% hits;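 note: potency is the fitted concentration of half-maximal effect; % is set by controls: 0 for no effect and ±100 for the full control effect; nearly all actives have a fitted effect of over 60% in size; hits raise eYFP signal because A3G escapes Vif-driven loss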
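HeLa cells stably expressing Vif and C-terminally eYFP-tagged A3G, seeded overnight at 37 deg C, then exposed to compound by pintool overnight at 37 deg C. Rise in yellow fluorescence (Ex 488/Em 500-530, Acumen) marks blocked Vif-driven A3G degradation.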
RGS4 inhibitor: inhibitors of human regulator of G protein signaling 4 | Transcreener GDP fluorescence polarization, RGS4-accelerated GTP hydrolysis | 390,000 compounds, 0.039% hits | Potency, µM (doses to about 114 µM), for inactives: top-dose activity change, negative = inhibition, most hits filed as inhibitors; note: potency is the fitted concentration of half-maximal effect; % is set by controls: 0 for no effect and ±100 for the full control effect; nearly all actives have a fitted effect of over 75% in size; some results filed as inactive show a strong effect at the top dose
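MLSMR compounds (23 nl, pin-transferred) preincubated 10 min at room temperature with a 500nM (2x) first reagent, then RGS4 at 900nM (2x) plus Transcreener GDP mix added; fluorescence polarization (620/688 nm) read before and after 90 min at 30 °C.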
LDHA inh: blocks human lactate dehydrogenase A; P00338; purified LDHA, NADH/diaphorase-resazurin fluorescence; active compounds read low; activity change, % (values are at about 110 or 230 µM); 480,000 compounds, 0.15% hits; AID 1347041; in the data active = activity change below about -30%; inconclusive = mostly about -25% to -30%;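 note: plate controls were DMSO wells for no effect and wells without enzyme for full effect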
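Enzyme activity of human lactate dehydrogenase 5 (2 nM; 0.06 mM NADH, 0.2 mM pyruvate, 5 min, RT) is measured via a resazurin/diaphorase fluorescence readout of residual NADH.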
mIDH1 inhibitor: blocks human mutant IDH1 R132H enzyme; AID 602179; IDH1-R132H enzyme, NADPH consumption, diaphorase/resazurin fluorescence; 390,000 compounds, 0.093% hits; O75874; Potency, µM (titrated, usually from 76.6 µM), for the others: at the top dose activity change, negative = inhibition, actives largely listed as inhibitors; note: potency is the fitted concentration of half-maximal effect; % is set by controls: 0 for no effect and ±100 for the full control effect; nearly all actives have a fitted effect of over 65% in size
Target sequence (O75874 whole entry R132H, stated change not applied): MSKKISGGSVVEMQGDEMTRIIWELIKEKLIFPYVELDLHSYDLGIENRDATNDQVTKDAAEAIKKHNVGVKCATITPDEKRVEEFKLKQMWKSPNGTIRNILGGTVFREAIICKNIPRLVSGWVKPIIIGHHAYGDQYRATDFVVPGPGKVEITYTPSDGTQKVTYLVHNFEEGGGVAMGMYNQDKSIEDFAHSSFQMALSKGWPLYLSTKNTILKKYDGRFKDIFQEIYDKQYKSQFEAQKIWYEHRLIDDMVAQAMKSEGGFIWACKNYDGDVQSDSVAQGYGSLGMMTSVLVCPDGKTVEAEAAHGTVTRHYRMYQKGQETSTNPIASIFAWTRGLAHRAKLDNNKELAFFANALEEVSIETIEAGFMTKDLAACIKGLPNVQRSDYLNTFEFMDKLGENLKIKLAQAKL
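IDH1-R132H (0.5 ug/mL dispensed) in pH 7.5 Tris buffer was preincubated 30 min with compound, then given a substrate mix of 0.016 mM NADPH and 2 mM alpha-KG for 80 min at room temperature; remaining NADPH was read by diaphorase/resazurin fluorescence.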
Vif-A3F inh: inhibitors of Vif-A3F interaction | HeLa A3F-eYFP + Vif (tagged APOBEC3F with the HIV-1 protein that degrades it), YFP fluorescence increase | Potency, µM (highest dose often 46.1 µM), for inactives: at the top dose activity, negative = active | 390,000 compounds, 0.2% hits; note: potency is the fitted concentration of half-maximal effect; % of control where 0% means no effect; nearly all actives have a fitted effect of over 65% in size
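Fluorescence increase (Ex 488/Em 500-530) after overnight compound treatment at 37 deg C flags inhibition of Vif-driven A3F-eYFP loss in stable HeLa A3F-eYFP/Vif cells seeded overnight beforehand.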
TrxR1 substrate: substrates of rat thioredoxin reductase 1. O89049. purified TrxR1 substrate turnover, NADPH consumption readout. 390,000 compounds, 0.01% hits. Potency, µM (top dose mostly 114 µM), for inactives: top-dose activity change, negative = substrate turnover. AID 588456; note: potency is the fitted concentration of half-maximal effect; % is set by controls: 0 for no effect and ±100 for the full control effect; nearly all actives have a fitted effect of over 50% in size
Target sequence (O89049 whole entry, looked up): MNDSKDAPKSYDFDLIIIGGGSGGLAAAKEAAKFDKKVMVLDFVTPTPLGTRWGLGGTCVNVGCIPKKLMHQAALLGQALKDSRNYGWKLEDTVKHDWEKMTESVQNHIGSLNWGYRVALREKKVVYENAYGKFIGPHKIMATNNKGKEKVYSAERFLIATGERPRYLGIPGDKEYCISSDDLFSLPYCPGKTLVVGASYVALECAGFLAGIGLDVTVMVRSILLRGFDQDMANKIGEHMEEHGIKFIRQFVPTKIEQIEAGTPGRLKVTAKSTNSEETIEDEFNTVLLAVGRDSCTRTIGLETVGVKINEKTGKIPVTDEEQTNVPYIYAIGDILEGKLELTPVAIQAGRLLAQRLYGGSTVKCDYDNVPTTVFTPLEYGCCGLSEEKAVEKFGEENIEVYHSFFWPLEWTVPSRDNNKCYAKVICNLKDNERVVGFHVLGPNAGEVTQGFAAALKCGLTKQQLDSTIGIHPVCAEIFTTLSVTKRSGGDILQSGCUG
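Rat TrxR1, dispensed at 90 nM, was prereduced with 400 uM NADPH (final) for 5 min at ~22 deg C, then incubated with compound 15 min before 400 uM selenite. A first-read NADPH fluorescence drop versus no-compound background flagged substrates.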
rTrxR1 inhibitor: rat TrxR1 inhibition; O89049; recombinant rTrxR1, NADPH fluorescence consumption, selenite substrate; Potency, µM (series often up to 114 µM), inactives show at the highest dose activity change, negative = inhibition, most hits filed as inhibitors; 390,000 compounds, 1% hits; note: potency is the fitted concentration of half-maximal effect; % is set by controls: 0 for no effect and ±100 for the full control effect; nearly all actives have a fitted effect of over 65% in size
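Rat TrxR1 (90 nM in the dispensed reagent) was pre-reduced with 400 uM NADPH for 5 min at room temperature, then incubated with compound for 15 min. After 400 uM selenite was added, NADPH fluorescence (Ex 340/Em 450 nm) was followed for 8 min.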
Numbers without * were called inactive; [ ] = dose if it differs, or a comment. Unless noted, calls come from the whole dose curve; as a rule, active = well fitted curve in the direction sought with a large enough effect; inconclusive = small, poorly fitted or top-dose-only effect, or another doubt; inactive = no such curve, though single readings can be large; an effect the other way counts as inactive or inconclusive.

Results for Cc1ccc(C)c(Nc2nc(-c3cccnc3)cs2)c1 ?
USP1 inh: -11%; GRP78 ERSR act: 4%; Vif-APOBEC3G blk: -3%; RGS4 inhibitor: -14%[56.9 µM]; LDHA inh: -4; mIDH1 inhibitor: 6%; Vif-A3F inh: -6%; TrxR1 substrate: 2%; rTrxR1 inhibitor: 5%

What do the screens show for `COc1ccc(Cl)cc1NC(=O)CN(C)C(=O)C1CC1`?
USP1 inh: -6%; GRP78 ERSR act: -4%; Vif-APOBEC3G blk: 0%; RGS4 inhibitor: 18%; LDHA inh: -3; mIDH1 inhibitor: 13%; Vif-A3F inh: 1%; TrxR1 substrate: 11%; rTrxR1 inhibitor: 23%

What do the screens show for `CCOc1cc(CO)cc(Br)c1OCC(N)=O`?
USP1 inh: 4%; GRP78 ERSR act: -5%; Vif-APOBEC3G blk: 0%; RGS4 inhibitor: 11%; LDHA inh: -8; mIDH1 inhibitor: -7%; Vif-A3F inh: -3%; TrxR1 substrate: 4%; rTrxR1 inhibitor: 18%

Results for CCOc1ccc(C(C)NC(=O)c2cc(=O)[nH]c3ccccc23)cc1OCC (stereo not drawn) ?
USP1 inh: -14%; GRP78 ERSR act: 11%; Vif-APOBEC3G blk: 1%; RGS4 inhibitor: 30%; LDHA inh: -8; mIDH1 inhibitor: -4%; Vif-A3F inh: 13%; TrxR1 substrate: 8%[57.1 µM]; rTrxR1 inhibitor: 23%[57.1 µM]

What do the screens show for `O=C1CN(C(=O)c2ccccc2C(F)(F)F)C(c2ccccc2)c2cc(F)ccc2N1` (stereo not drawn)?
USP1 inh: -10%; GRP78 ERSR act: -2%; Vif-APOBEC3G blk: -9%; RGS4 inhibitor: -1%; LDHA inh: 2; mIDH1 inhibitor: 3%; Vif-A3F inh: -2%; TrxR1 substrate: -6%; rTrxR1 inhibitor: 8%

What do the screens show for `CC(=O)Nc1cccc(NC(=O)c2c(-c3ccccc3)noc2C)c1`?
USP1 inh: 1%; GRP78 ERSR act: -2%; Vif-APOBEC3G blk: 1%; RGS4 inhibitor: 11%; LDHA inh: -4; mIDH1 inhibitor: 0%; Vif-A3F inh: 4%; TrxR1 substrate: 1%; rTrxR1 inhibitor: 17%

What do the screens show for `COC(=O)C(O)(CC(=O)Nc1cc(OC)c(OC)c(OC)c1)C(F)(F)F` (stereo not drawn)?
USP1 inh: -6%; GRP78 ERSR act: -5%; Vif-APOBEC3G blk: 0%; RGS4 inhibitor: -33%; LDHA inh: -7; mIDH1 inhibitor: -3%; Vif-A3F inh: -23%; TrxR1 substrate: 8%[57.1 µM]; rTrxR1 inhibitor: 15%[57.1 µM]

Results for COc1ccc(CN2C(=O)C(CC(=O)NCCc3ccccn3)CC(C(=O)N(C)C)=C2C)cc1 (stereo not drawn) ?
USP1 inh: inconclusive; GRP78 ERSR act: -4%; Vif-APOBEC3G blk: 1%; LDHA inh: 6; mIDH1 inhibitor: -6%; Vif-A3F inh: -1%

How did CCc1cc(=O)oc2cc(C)cc(OCC(=O)NC(Cc3ccc(Cl)cc3)C(=O)O)c12 (stereo not drawn) do in these assays?
USP1 inh: 11%; GRP78 ERSR act: -2%; Vif-APOBEC3G blk: -1%; RGS4 inhibitor: 14%; LDHA inh: -6; mIDH1 inhibitor: 3%; Vif-A3F inh: -4%; TrxR1 substrate: 145%[activator]; rTrxR1 inhibitor: 25%

What do the screens show for `Cc1ccc(-c2nnc(SCC(N)=O)nc2-c2ccc(C)cc2)cc1`?
USP1 inh: -2%; GRP78 ERSR act: 1%; Vif-APOBEC3G blk: -2%; RGS4 inhibitor: -8%; LDHA inh: -6; mIDH1 inhibitor: 0%; Vif-A3F inh: 0%; TrxR1 substrate: 8%[57.1 µM]; rTrxR1 inhibitor: 1%[57.1 µM]

What do the screens show for `COc1ccc(CCNC(=O)CCNC(=O)c2ccc(Br)cc2)cc1OC`?
USP1 inh: -10%; GRP78 ERSR act: 2%; Vif-APOBEC3G blk: -1%; RGS4 inhibitor: 21%; LDHA inh: -7; mIDH1 inhibitor: -4%; Vif-A3F inh: 1%; TrxR1 substrate: -11%; rTrxR1 inhibitor: -8%

How did COc1ccc2c(c1)CCO[C@]21O[C@H](CCO)C[C@H](O)[C@H]1O do in these assays?
USP1 inh: -12%; GRP78 ERSR act: -3%; Vif-APOBEC3G blk: 0%; LDHA inh: -7; mIDH1 inhibitor: 5%; Vif-A3F inh: -13%

What do the screens show for `COc1ccc(OCCCC(=O)OCC(=O)Nc2nnc(-c3ccccc3)o2)cc1`?
USP1 inh: -20%; GRP78 ERSR act: -2%; Vif-APOBEC3G blk: -4%; RGS4 inhibitor: -9%; LDHA inh: 1; mIDH1 inhibitor: -1%; Vif-A3F inh: 0%; TrxR1 substrate: 2%; rTrxR1 inhibitor: 24%

What do the screens show for `CCOC(=O)C1=C(C)NC(=S)NC1c1ccc(OCC(=O)N2CCCCCC2)cc1` (stereo not drawn)?
USP1 inh: -7%; GRP78 ERSR act: -2%; Vif-APOBEC3G blk: 1%; RGS4 inhibitor: -19%; LDHA inh: 0; mIDH1 inhibitor: 5%; Vif-A3F inh: 11%; TrxR1 substrate: 10%[57.1 µM]; rTrxR1 inhibitor: 20%[57.1 µM]

Results for O=C(Nc1cccnc1)c1ccc(COc2ccccc2Cl)o1 ?
USP1 inh: -6%; GRP78 ERSR act: -2%; Vif-APOBEC3G blk: -8%; RGS4 inhibitor: 1%; LDHA inh: -9; mIDH1 inhibitor: 3%; Vif-A3F inh: 2%; TrxR1 substrate: -8%; rTrxR1 inhibitor: -3%

How did CCC(c1nnnn1C(C)C)N1CCN(C2CCCC2)CC1 (stereo not drawn) do in these assays?
USP1 inh: -18%; GRP78 ERSR act: -3%; Vif-APOBEC3G blk: -4%; RGS4 inhibitor: 7%; LDHA inh: -4; mIDH1 inhibitor: 10%; Vif-A3F inh: 2%; TrxR1 substrate: 6%[57.1 µM]; rTrxR1 inhibitor: 21%[57.1 µM]

Results for CCOc1ccc(C(=O)NCc2ccco2)cc1OCC ?
USP1 inh: -5%; GRP78 ERSR act: -5%; Vif-APOBEC3G blk: 0%; RGS4 inhibitor: 20%; LDHA inh: -1; mIDH1 inhibitor: -5%; Vif-A3F inh: -1%; TrxR1 substrate: 6%[57.1 µM]; rTrxR1 inhibitor: 6%[57.1 µM]

Results for Nc1nnc(SCC(=O)OCc2ccccc2)s1 ?
USP1 inh: -15%; GRP78 ERSR act: -5%; Vif-APOBEC3G blk: -4%; RGS4 inhibitor: -22%; LDHA inh: -2; mIDH1 inhibitor: 10%; Vif-A3F inh: 6%; TrxR1 substrate: -20%[57.1 µM]; rTrxR1 inhibitor: 12%[57.1 µM]

What do the screens show for `CCc1nc(OCC(=O)c2ccccc2)c(C#N)c2c1COC(C)(C)C2`?
USP1 inh: -14%; GRP78 ERSR act: -3%; Vif-APOBEC3G blk: 0%; RGS4 inhibitor: -7%; LDHA inh: -9; mIDH1 inhibitor: 8%; Vif-A3F inh: 0%; TrxR1 substrate: -10%; rTrxR1 inhibitor: -3%

What do the screens show for `CN(C)c1nc(=NCc2ccco2)ss1`?
USP1 inh: -26%; GRP78 ERSR act: -13%; Vif-APOBEC3G blk: -22%; RGS4 inhibitor: inconclusive; LDHA inh: -1; mIDH1 inhibitor: -5%; Vif-A3F inh: 3%; TrxR1 substrate: 11%[57.1 µM]; rTrxR1 inhibitor: 7%[2.29 µM]

How did COc1ccc(C(=O)NNC(=O)c2ccc3ccccc3c2O)cc1 do in these assays?
USP1 inh: -7%; GRP78 ERSR act: -2%; Vif-APOBEC3G blk: 0%; RGS4 inhibitor: 0%; LDHA inh: 3; mIDH1 inhibitor: -2%; Vif-A3F inh: -1%; TrxR1 substrate: 4%; rTrxR1 inhibitor: 22%

What do the screens show for `CN(CC(=O)NCC1CCCCC1)S(=O)(=O)c1ccc(F)cc1`?
USP1 inh: inconclusive; GRP78 ERSR act: 2%; Vif-APOBEC3G blk: 8%; RGS4 inhibitor: 21%; LDHA inh: -12; mIDH1 inhibitor: 0%; Vif-A3F inh: 9%; TrxR1 substrate: 0%; rTrxR1 inhibitor: 9%

How did Cc1ccc(S(=O)(=O)C(CNC(=O)C(=O)NCCc2ccc(F)cc2)c2cccs2)cc1 (stereo not drawn) do in these assays?
USP1 inh: -3%; GRP78 ERSR act: 1%; Vif-APOBEC3G blk: 0%; RGS4 inhibitor: -14%; LDHA inh: -4; mIDH1 inhibitor: 0%; Vif-A3F inh: 3%; TrxR1 substrate: 0%[57.1 µM]; rTrxR1 inhibitor: -4%[57.1 µM]

Results for CC1=NN(S(=O)(=O)c2ccc(F)cc2)C(=O)c2ccccc2O1 ?
USP1 inh: -12%; GRP78 ERSR act: 2%; Vif-APOBEC3G blk: 6%; RGS4 inhibitor: -24%; LDHA inh: 1; mIDH1 inhibitor: 10%; Vif-A3F inh: 2%; TrxR1 substrate: 1%; rTrxR1 inhibitor: 3%

What do the screens show for `COc1ccc(NC(=O)N2CCCC2)cc1OC`?
USP1 inh: 3%; GRP78 ERSR act: -3%; Vif-APOBEC3G blk: 0%; RGS4 inhibitor: 8%; LDHA inh: -2; mIDH1 inhibitor: 2%; Vif-A3F inh: 5%; TrxR1 substrate: -5%; rTrxR1 inhibitor: 5%

An excerpt (hit frequency here may not be typical).
